# From PubChem
# PglD DTNB: inhibitors of Campylobacter jejuni PglD acetyltransferase | purified PglD enzyme, DTNB colorimetric CoA detection | AID 602405 | 0.098% of 360,000 active | inhibition, % at 12.5 µM; in the data active = inhibition above about 16%, passing the limit was not always enough; also: strong numbers were not always called active
# ERAP1 inh: inhibitors of human ERAP1 aminopeptidase. Q9NZ08. recombinant ERAP1, Leu-AMC fluorescence, 60 min. inhibition, % at 10.7 µM. 0.15% of 340,000 active. AID 652197;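 active = mean replicate inhibition of at least 30%, or all replicates individually reaching that 30% level; inactive = mean below 30% and not every replicate reaching it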;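 also: 0% = neutral control wells and 100% = L-leucinethiol positive control wells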
# Target sequence (Q9NZ08 whole entry, looked up): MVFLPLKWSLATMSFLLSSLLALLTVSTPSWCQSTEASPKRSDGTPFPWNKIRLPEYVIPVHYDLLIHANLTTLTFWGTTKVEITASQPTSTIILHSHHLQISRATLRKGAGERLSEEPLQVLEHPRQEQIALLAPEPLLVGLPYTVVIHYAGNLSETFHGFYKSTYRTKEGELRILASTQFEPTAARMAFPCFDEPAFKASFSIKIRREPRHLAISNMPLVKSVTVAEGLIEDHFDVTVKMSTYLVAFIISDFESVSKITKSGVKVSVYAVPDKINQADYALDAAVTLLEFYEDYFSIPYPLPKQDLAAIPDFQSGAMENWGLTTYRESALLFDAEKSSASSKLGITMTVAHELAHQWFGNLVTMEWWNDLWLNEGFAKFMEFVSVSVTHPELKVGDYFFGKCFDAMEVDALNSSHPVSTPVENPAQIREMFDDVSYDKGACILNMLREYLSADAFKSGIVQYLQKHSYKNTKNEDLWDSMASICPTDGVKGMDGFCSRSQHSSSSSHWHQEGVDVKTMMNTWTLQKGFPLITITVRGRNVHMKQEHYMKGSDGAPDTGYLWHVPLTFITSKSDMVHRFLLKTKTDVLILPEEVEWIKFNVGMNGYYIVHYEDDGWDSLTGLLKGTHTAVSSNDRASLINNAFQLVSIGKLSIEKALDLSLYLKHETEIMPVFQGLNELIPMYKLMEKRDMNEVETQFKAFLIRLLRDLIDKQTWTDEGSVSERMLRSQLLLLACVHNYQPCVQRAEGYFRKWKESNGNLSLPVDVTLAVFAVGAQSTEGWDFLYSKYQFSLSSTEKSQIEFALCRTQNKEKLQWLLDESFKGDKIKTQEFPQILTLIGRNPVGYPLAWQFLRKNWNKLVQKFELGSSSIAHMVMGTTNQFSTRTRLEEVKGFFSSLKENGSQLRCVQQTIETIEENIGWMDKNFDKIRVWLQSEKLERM
# PGC1a acetyl inh: PGC1a acetylation modulation, inhibitor mode; U2OS PGC1a acetylation, AlphaScreen anti-acetyl-lysine; with virally co-expressed GCN5 acetyltransferase; inhibition, % at 15.6 µM; 0.17% of 350,000 active; AID 651687;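 active = every replicate shows inhibition of at least 40%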;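 also: 0% = neutral control wells and 100% = positive control wells; some results beyond the cut were filed as inactive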
# E-selectin induc: E-selectin induction on HUVECs; AID 686992; HUVEC E-selectin immunofluorescence imaging; normalized: neutral wells 0, TNF-alpha wells 100; P16581; activation, % at 7.58 µM; 0.37% of 260,000 active;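 active = mean E-selectin-positive cell signal at least 10% of the positive control, reached in at least 60% of replicates, without over 20% cell loss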;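 also: in these data hits start at about 27%; measured in HUVEC primary endothelial cells; signal is the percent of cells scored E-selectin positive by PE staining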
#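 Test system – human umbilical vein endothelial cells (HUVEC), E-selectin induction · Input – 3,000 HUVEC seeded per well · Buffer or medium – EGM-2, gelatin · Compound dosing – single-point compound dose · Detection – immunofluorescence imaging · Measure – percent E-selectin-positive cells · Controls – TNF-alpha high, DMSO low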
# miR-122 sensor: miR-122 inhibition in Huh7 cells; 0.3% of 340,000 active; Huh7 miR-122 Renilla luciferase sensor, 48 h; neutral wells = 0, positive control = 100; activation (reporter increase), % at 12.5 µM;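 active = mean replicate activation score at least 90 and every replicate individually at or above 90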;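 also: higher luciferase means less miR-122 activity so hits act as miR-122 inhibitors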
# RAD54 branch: RAD54 (human) branch migration inhibition; Q92698; RAD54 Holliday junction branch migration, FAM/BHQ fluorescence; inhibition, % at 10.4 µM; 0.14% of 360,000 active;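 active = mean normalized replicate activity at least 40 and at least half of replicates scoring 40 or more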;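 also: 0% = median of neutral control wells and 100% = median of positive control wells; inhibitors cause a drop in the FAM fluorescence signal; in these data hits start at about 50%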
# RAD52 anneal inh: blocks human RAD52 DNA annealing; P43351; recombinant RAD52 DNA annealing, FRET fluorescence; inhibition, % at 18.7 µM; 0.46% of 360,000 active; AID 651710;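 active = every replicate showing at least 50% inhibition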
# Cneo AK release: causes C. neoformans cell lysis; adenylate kinase release luminescence, 4 h; normalised: neutral wells 0, clomiphene wells 100; 0.2% of 360,000 active; AID 651654; lysis activity, % at 15 µM;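 active = mean lysis activity across replicates of at least 80%, whatever share of replicates individually reach that level; inactive = mean lysis activity below 80%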
#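 read-out = cell lysis signal | test system = log-phase Cryptococcus neoformans yeast cells | input = cells at 5 × 10^6 per mL | medium = fresh YPD growth medium | signal = luminescent adenylate kinase detection reagent | timing = 4 h at 37 °C static, read 1 h later | dosing = single dose | controls = Clomiphene as positive lysis control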
# Numbers without * were called inactive; . = not tested or not shown; [ ] = remark or other dose.
No.	Structure	ERAP1 inh	miR-122 sensor	Cneo AK release	PGC1a acetyl inh	PglD DTNB	RAD52 anneal inh	RAD54 branch	E-selectin induc
1	O=C(CNC(=O)c1ccco1)NCC(c1ccco1)N1CCCCC1 (stereo not drawn)	2	-9	-1	7	0	-20	-4	-0.3
2	CCOC(=O)/C(=C/Nc1ccc(F)c(F)c1)[N+](=O)[O-]	.	1	-2	2	5	.	-4	.
3	COCCNC(=O)c1ccc(-n2c(SCc3cc(F)ccc3F)nc3ccccc3c2=O)cc1	.	-5	-3	-8	-1	.	-5	.
4	O=C(NC(=S)Nc1ccccc1N1CCOCC1)c1cccc([N+](=O)[O-])c1	-5	.	258*	.	5	-5	-3	1.1
5	CCC(=O)N1[C@@H](CO)[C@H](c2ccc(-c3cccc(F)c3)cc2)[C@@H]1CNC(C)=O	.	7[16.7 µM]	0	8	-1	.	-2	0.0
6	O=C(Cn1cnc([N+](=O)[O-])c1)c1ccc(Cl)cc1	1	3	5	-5	-1	-8	-5	0.5
7	Cc1c2cnn(CC(=O)NCCN3CCOCC3)c(=O)c2c(C)n1Cc1ccccc1	2	2	-1	7	1	0	8	-2.1
8	CCC(C)(C)n1nnnc1C(c1ccc2ncccc2c1)N1CCCCCC1 (stereo not drawn)	.	-2	3	-4	-5	.	3	.

# Compound profiles (already shown). Order of screens: ERAP1 inh	miR-122 sensor	Cneo AK release	PGC1a acetyl inh	PglD DTNB	RAD52 anneal inh	RAD54 branch	E-selectin induc
# COCCNC(=O)c1ccc(-n2c(SCc3cc(F)ccc3F)nc3ccccc3c2=O)cc1 reads .	-5	-3	-8	-1	.	-5	.
# O=C(NC(=S)Nc1ccccc1N1CCOCC1)c1cccc([N+](=O)[O-])c1 reads -5	.	258*	.	5	-5	-3	1.1

# Next section:
No.	Structure	ERAP1 inh	miR-122 sensor	Cneo AK release	PGC1a acetyl inh	PglD DTNB	RAD52 anneal inh	RAD54 branch	E-selectin induc
9	COc1ccccc1S(=O)(=O)N(C)C[C@@H]1OCc2ccccc2-c2c(n(C)c3ccccc23)C(=O)N([C@H](C)CO)C[C@H]1C	-3	.	-3	5	-1	-11	6	6.1
10	CCC1CN(C(=O)N2CCC(C(=O)NCc3ccccc3C)CC2)c2ccccc2O1 (stereo not drawn)	-1	2	4	-9	-4	-15	1	.
11	C[C@@H]1CN([C@@H](C)CO)C(=O)c2cccc(NS(=O)(=O)c3cn(C)cn3)c2O[C@@H]1CN(C)C	1	3[16.7 µM]	-1	-1	-1	-5	9	5.3
12	COc1ccc(NC(=O)Nc2cccc3c2O[C@@H](CN(C)C(=O)Nc2ccc4c(c2)OCO4)[C@@H](C)CN([C@@H](C)CO)C3=O)cc1	-3	-3[16.7 µM]	-2	8	3	6	0	-0.2
13	O=C(Nc1cccnc1)c1cc(-c2ccc(F)cc2)on1	.	-1	.	9	.	-10	.	-0.1
14	CCc1ccc2[nH]c(=O)c(-c3ccccc3)c(O)c2c1	-1	-1	2	1	-3	-14	-5	.
15	O=C(C[C@@H]1C=C[C@H](NC(=O)Nc2ccc3c(c2)OCO3)[C@H](CO)O1)NCc1ccc(F)cc1	-3	.	12	1	-1	-14	3	3.1
16	CCc1nnc(SCC(=O)N2CCc3ccccc32)n1CC	0	-3	-1	6	-4	8	2	-0.2
17	CCc1nc2oc3ccccc3c(=O)c2cc1C(=O)OC	-1	-10	-2	5	4	-11	4	0.1
18	C/C(CC(=O)Nc1ccc(N(C)C)cc1)=N\NC(=O)c1ccccc1Cl	-2	-2	0	.	10	-1	-2	0.8
19	Cc1c(Cl)cccc1NC(=O)CCN1CCCCCC1	.	-3	-1	-2	-6	.	7	.
20	CCC(=O)N1CCc2cc(S(=O)(=O)NC(C(=O)NC3CCCc4ccccc43)C(C)C)ccc21 (stereo not drawn)	0	-5	-3	-5	-1	-15	-4	.
21	O=C(CC(c1ccccc1)c1ccccc1)Nc1ccc2c(c1)OCCO2	.	-6	4	-34	-1	.	8	.
22	COc1cc(Cl)c(CN2CCCC(CO)(Cc3ccccc3)C2)cc1OC (stereo not drawn)	-1	1	2	-2	3	-64	-17	0.1
23	CC(C)(C)S(=O)N1Cc2cn(Cc3ccccc3)c(=O)cc2[C@@H]1CCO (stereo partly drawn)	-4	-5	-1	2	-3	-17	7	.
24	COc1cc(N2C(=O)C=CC2=O)ccc1N1C(=O)C=CC1=O	48*	10	.	-15	.	-10	.	.
25	COc1ccc(CN(C)C[C@@H]2Oc3c(NC(=O)C4CCOCC4)cccc3C(=O)N([C@@H](C)CO)C[C@H]2C)cc1	-1	-4[16.7 µM]	-1	5	0	3	-10	-0.2
26	C[C@@H]1CCCCO[C@H](CN(C)S(=O)(=O)c2cn(C)cn2)[C@@H](C)CN([C@@H](C)CO)C(=O)c2cc(NC(=O)CCC(F)(F)F)ccc2O1	0	0[16.7 µM]	-1	.	-1	-3	1	-0.2
27	CN(CC(=O)Nc1cccc(F)c1)CC(=O)N(C)CC(=O)Nc1ccccc1Br	3	-3	0	3	2	-17	-1	1.0
28	CCOC(=O)c1c(C)[nH]c(C)c1S(=O)(=O)N1CCN(C(=O)c2ccco2)CC1	-1	-13	1	0	-2	-2	2	.
29	Cc1nn(-c2ccccc2)c(Cl)c1/C=C1\SC(=S)N(C)C1=O	.	-2	1	.	-1	.	-2	1.1
30	COc1cc(NC(=O)COc2ccc(C)c(C)c2)ccc1NC(=O)c1ccco1	2	-1	4	.	-1	-42	12	.
31	O=C(Nc1ccc(N2CCCC(O)C2)cc1)c1snc2c(=O)[nH]cnc12 (stereo not drawn)	.	-1	0	2	-2	.	2	.
32	COc1ccc2[nH]c3c(c2c1)CCN1C(=O)C(CC(=O)NCc2ccco2)C[C@H](C(=O)N2CCCCC2)[C@@]31CCc1ccccc1 (stereo partly drawn)	-5	8	-3	7	0	2	-7	-0.2

# Part of the list above, with each value named:
25) COc1ccc(CN(C)C[C@@H]2Oc3c(NC(=O)C4CCOCC4)cccc3C(=O)N([C@@H](C)CO)C[C@H]2C)cc1
  ERAP1 inh: -1; miR-122 sensor: -4[16.7 µM]; Cneo AK release: -1; PGC1a acetyl inh: 5; PglD DTNB: 0; RAD52 anneal inh: 3; RAD54 branch: -10; E-selectin induc: -0.2
32) COc1ccc2[nH]c3c(c2c1)CCN1C(=O)C(CC(=O)NCc2ccco2)C[C@H](C(=O)N2CCCCC2)[C@@]31CCc1ccccc1 (stereo partly drawn)
  ERAP1 inh: -5; miR-122 sensor: 8; Cneo AK release: -3; PGC1a acetyl inh: 7; PglD DTNB: 0; RAD52 anneal inh: 2; RAD54 branch: -7; E-selectin induc: -0.2
26) C[C@@H]1CCCCO[C@H](CN(C)S(=O)(=O)c2cn(C)cn2)[C@@H](C)CN([C@@H](C)CO)C(=O)c2cc(NC(=O)CCC(F)(F)F)ccc2O1
  ERAP1 inh: 0; miR-122 sensor: 0[16.7 µM]; Cneo AK release: -1; PGC1a acetyl inh: .; PglD DTNB: -1; RAD52 anneal inh: -3; RAD54 branch: 1; E-selectin induc: -0.2

# Next section:
No.	Structure	ERAP1 inh	miR-122 sensor	Cneo AK release	PGC1a acetyl inh	PglD DTNB	RAD52 anneal inh	RAD54 branch	E-selectin induc
33	Cc1ccc2cc(COC(=O)C3CCCO3)c(=O)[nH]c2c1 (stereo not drawn)	.	2	-2	1	4	.	-2	.
34	Cc1ccc(C2(c3noc(CN(C)Cc4ccccn4)n3)CCCC2)cc1	-6	-7	-2	.	3	-4	-5	.
35	CC(C)NC(=O)Nc1ccc2c(c1)CC(=O)N([C@H](C)CO)C[C@@H](C)[C@@H](CN(C)C(=O)NC(C)C)O2	0	-9[16.7 µM]	-3	-2	-4	-2	4	-0.4
36	Cc1ccc2oc(C(=O)NCC3CCOCC3)c(C)c2c1	-3	.	0	.	3	-11	-4	-0.2
37	Cc1noc(C)c1NC(=O)N(C)C[C@H]1Oc2ccc(NS(=O)(=O)c3ccc(F)cc3)cc2CC(=O)N([C@@H](C)CO)C[C@H]1C	-1	6[16.7 µM]	0	0	1	-6	-4	1.3
38	CCCC#Cc1ccc([C@@H]2[C@H]3CN(S(=O)(=O)CC)CCCCN3[C@H]2CO)cc1	8	3[16.7 µM]	-2	6	1	-17	-2	-0.7
39	O=C(NCC1CCCCC1)[C@@H]1[C@@H](CO)[C@@H]2Cn3c(cccc3=O)[C@@H]2N1C(=O)CC1CC1	-2	.	2	.	1	-18	2	-0.1
40	O=C(Cc1n[nH]c(=O)[nH]c1=O)N/N=C/c1cccc(O)c1	.	-4	-4	-15	4	.	-8	.
41	O=C(N/N=C/c1cccnc1)c1cccc(NC(=O)c2ccccc2Cl)c1	-1	-4	0	1	-1	-11	3	0.2
42	COc1ccc(S(=O)(=O)N2CCOC2CNC(=O)C(=O)NCCCN(C)C)cc1C (stereo not drawn)	-6	3	0	-2	-2	27	-16	-0.5
43	COc1ccc(S(=O)(=O)Nc2ccc3c(c2)C(=O)N([C@H](C)CO)C[C@@H](C)[C@H](CN(C)Cc2ccc(C(F)(F)F)cc2)O3)cc1	1	9[16.7 µM]	5	.	0	-15	11	0.3
44	NC(c1csc(NC(=O)Nc2ccccc2)n1)C1CCCCC1 (stereo not drawn)	1	-3	1	-8	-5	-18	-4	0.2
45	COCC(=O)N1[C@@H]2CN(C(=O)c3cccc(OC)c3)c3ccccc3[C@@H]2[C@@H]1CO	1	27[16.7 µM]	-1	-2	1	8	-5	-0.3
46	CC(=O)Nc1ccc(NC(=O)CSc2nnc(-c3cc(C)[nH]n3)n2N)cc1	0	-7	-1	-2	-3	-6	2	.
47	Nc1scc[n+]1Cc1cccc2cccnc12	3	12	0	-11	3	0	5	6.8
48	COc1cc(CN(C2CCCCC2)S(=O)(=O)c2ccc(S(=O)(=O)N(C)C3CCCCC3)cc2)cc(OC)c1OC	.	-9	5	-5	-9	.	4	.
49	O=C(Nc1ccc(O)c(-c2nc3ccccc3s2)c1)C1=COCCO1	2	4	-3	.	2	-30	6	.
50	COc1ccc2c3c([nH]c2c1)[C@H](CO)N(C(=O)c1cccnc1)CC31CN(Cc2ccccc2)C1	-1	.	.	8	.	3	.	0.1
51	O=C(COc1ccccc1)NCC(=O)N1CCCCCC1	0	1	0	-3	4	-9	-21	.
52	CCN(CC)S(=O)(=O)c1ccc(N2CCc3ccccc3C2)nc1	3	-3	-2	.	0	-40	1	.
53	Cc1ccc(CN2CCC(CNC(=O)Nc3ccccc3F)CC2)cc1	-2	-4	0	5	-6	-20	8	.
54	C[C@H](CO)N1C[C@H](C)[C@H](CN(C)C(=O)Nc2ccc(C(F)(F)F)cc2)Oc2ccc(NC(=O)Cn3cnnn3)cc2CC1=O	1	6[16.7 µM]	0	2	8	1	-1	41*
55	Cc1ccc(Cn2c(CN3CC(C)OC(C)C3)nc3c2c(=O)[nH]c(=O)n3C)cc1 (stereo not drawn)	.	2	0	-90	3	.	2	.
